Compound activity as filed in PubChem BioAssay.
p53ts 39C tox: cytotoxicity in p53ts cells at nonpermissive temperature. AID 902. hit rate 1.5% among 130,000. H1299-p53A138V viability at 39C, ATP luminescence, 24 h. Potency, µM (doses to about 46.1 µM), for the others: at the top dose activity change, negative = cell killing, actives largely listed as cytotoxic; further: nearly all actives have a fitted effect of over 55% in size
IkB signaling: IkB pathway inhibition in ABC-DLBCL cells; hit rate 0.04% among 110,000; Potency, µM (titrated, usually from 57.1 µM), for the others: at the top dose IkBa stabilization activation; ABC-DLBCL IkBa-CBG/CBR dual luciferase ratio, 4 h; response scale: scaled: untreated 0%, proteasome inhibitor 100%; active means well fitted curve in the direction sought with a large enough effect in the signal ratio, not every such curve was filed as active; inconclusive means small, poorly fitted or top-dose-only effect, or a change in a side signal; the % refers to the signal ratio;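 further: the direction sought is a rising ratio; 0% = basal untreated cells and 100% = reference inhibitor full response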
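In this assay, an IκBα–CBG68 fusion accumulates when IKK-driven degradation is blocked; native CBR normalizes for cell number. OCI-Ly3 cells were treated 4 h with compound and doxycycline, then green and red light read after Chroma-Glo addition.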
Imprint erasure: induces erasure of genomic imprints in mouse ES cells. Potency, µM (titrated, usually from 60.7 µM), inactives show at the highest dose activity change, positive = activation, most hits filed as activators. hit rate 0.02% among 110,000. mouse ES Peg3-LacZ reporter, beta-gal luminescence, 40 h. AID 1948;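 further: 0% = negative control wells on the plate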
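Imprint erasure is scored as LacZ activity from the silenced maternal Peg3 allele in feeder-free female ES cells cultured 40 h with LIF. Luminescence is normalized to in-plate negative controls and fitted to the Hill equation.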
p53ts 32C tox: kills p53ts cells at the permissive temperature | Potency, µM (titrated, usually from 46.1 µM), without a hit: at the highest dose activity change, negative = cytotoxicity, most hits filed as cytotoxic | AID 924 | H1299-p53A138V at 32C, ATP luminescence viability, 24 h | hit rate 0.93% among 130,000;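 further: 0% = DMSO and -100% = full killing by reference compound; nearly all actives have a fitted effect of over 55% in size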
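H1299-p53 A138V cells (temperature-sensitive p53) exposed 24 h to up to 46 uM compound at 32C, where p53 is wild-type in conformation. Viability read as ATP luminescence and normalised to DMSO and 100 uM tamoxifen. AC50 fitted with the Hill equation.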
Starred values were filed as active, the others as inactive; ? = inconclusive; · = no result given; [ ] = another dose, or the depositor's remark. Unless noted, the call rests on the fitted dose curve; in most records, active means well fitted curve in the direction sought with a large enough effect; inconclusive means small, poorly fitted or top-dose-only effect, or another doubt; inactive means no such curve, though single readings can be large; an effect the other way counts as inactive or inconclusive. Unless noted, on the % scale 0 is the no-effect control and ±100 the full control effect; potency means the concentration at half of the fitted maximal effect.

Screens in order – p53ts 39C tox, IkB signaling, Imprint erasure, p53ts 32C tox
COc1ccc(N2CC(C)Cn3c2nc2c3c(=O)n(CCc3ccccc3)c(=O)n2C)cc1 (configuration not stated)
  2%, 1.2%, 6%, 1%
COc1ccc(COC(=O)N/N=C2/C[C@@H](O)[C@@H](O)[C@@H]3[C@@H]4C(=O)N(Cc5ccccc5)C(=O)[C@H]4CC[C@H]23)cc1
  6%[9.22 µM], ·, ·, 2%[9.22 µM]
O=[N+]([O-])c1ccc(S(=O)(=O)N2CCn3cccc3C2c2ccccc2F)cc1 (configuration not stated)
  -16%, 9.3%, -13%[10.9 µM], 10%
CNc1ccccc1C(=O)OCC(C)=O
  11%[9.22 µM], ·, ·, -8%[9.22 µM]
COc1ccccc1N1CCN(C(=O)c2cn(C)c3ccc(S(=O)(=O)N(C)C4CCCCC4)cc3c2=O)CC1
  36%[activator], 0.8%, -3%[10.9 µM], 3%
Cc1ccc(CCNC(=O)c2cn(C)c3ccc(S(=O)(=O)N(C)C4CCCCC4)cc3c2=O)cc1
  18%, -0.5%, 26%[10.9 µM], 12%
Cc1cc(-c2ccc(C)c(S(=O)(=O)NC(c3cccs3)C(C)C)c2)on1 (configuration not stated)
  3%, ?, -5%[10.9 µM], 20%
Cc1sc2ncnc(SCC(=O)N3CCCC3=O)c2c1C
  10%, -0.1%, 2%, 9%
O=C(NC1CCN(Cc2ccccc2)CC1)c1ccc(Cn2c(=O)c3ccccc3n(Cc3ccc(F)cc3)c2=O)cc1
  ?, -4.4%, -15%[10.9 µM], 21%
Cc1ccc(NC(=O)Cn2cc3c(n2)CCC(C)C3)cc1C (configuration not stated)
  11%, 0.7%, -7%[10.9 µM], 1%
O=C(OC1CCOC1=O)c1cncc(Br)c1 (configuration not stated)
  3%, 1.3%, -2%, 4%
Cc1cc(C(C)(C)C)cc(CNC2CCCCC2)c1O
  8%[9.22 µM], -1.1%[11.4 µM], -17%[10.9 µM], 2%[9.22 µM]
CCc1cccc(NC(=O)COc2cc(=O)n(CC)c3ccccc23)c1
  -14%, 1.4%, -1%[10.9 µM], 4%
COC(=O)[C@@H]1C[C@@H]2CC[C@@H](O)C[C@@H]2N1Cc1ccc(N2CCOCC2)cc1
  -4%, ·, -8%, 0%
CCN(CC)c1cc(C)c2cc(NC(=O)c3cccc(F)c3)ccc2n1
  -6%, ?, -4%[10.9 µM], -18%
COc1ccccc1N1CCN(C(=O)CCc2nnc3n(C)c(=O)c4sccc4n23)CC1
  12%, ?, -7%[10.9 µM], -5%
O=C(Cn1c(=O)n(Cc2ccccc2)c(=O)c2sc3ccccc3c21)Nc1ccccc1F
  -6%, 9.0%, -3%[10.9 µM], 3%
CCCN(CCC)C(=O)c1c[nH]c2ccc(S(=O)(=O)N(C)c3ccc(Cl)cc3)cc2c1=O
  -8%, ?, -14%[10.9 µM], 13%
O=C(CCC1N=C2c3ccccc3N=C(SCc3cccc(F)c3)N2C1=O)NC1CCCCC1 (configuration not stated)
  -21%, -1.2%, -11%[10.9 µM], 17%
Cc1occc1C(=O)Nc1ccc2ccccc2c1
  -24%, ?, -81%[inhibitor], ?
Cc1ccc(Nc2nc(C(=O)NCCCN3CCOCC3)cs2)cc1
  -12%, -0.3%, 3%, -2%
COc1ccc(-n2nc(C(=O)Nc3cccc(C(F)(F)F)c3)c3c4ccccc4n(C)c3c2=O)cc1
  21%, 0.1%, -2%[10.9 µM], 3%
COc1ccccc1CNC(=O)c1cccn1-c1nnc(N2CCCC2)s1
  -1%, -1.5%, -9%[10.9 µM], -3%
N#CCSc1nnc(-c2cccnc2)n1-c1ccccc1
  8%, -1.8%, ·, -20%
Cc1ccc(C)n1NC(=O)c1ccc(Cl)cc1Cl
  0%, 5.1%, -16%, -19%
Cc1cc(C)c(C#N)c(N2CCSCC2)n1
  -2%, -4.4%, -11%, 7%
CC(=O)c1ccc(NC(=O)c2cc(S(=O)(=O)N3CCOCC3)ccc2C)cc1
  8%, 4.0%, -13%[10.9 µM], -1%
COc1ccc(CCN2C(=O)c3[nH]nc(-c4ccccc4O)c3C2c2cccc(O)c2)cc1OC (configuration not stated)
  -1%, ?, -2%, 11%
O=C(NCCCN1CCOCC1)c1ccco1
  7%, -0.8%, 3%, -1%
CN(C(=O)C(=O)Nc1ccc2nc3n(c(=O)c2c1)CCCCC3)c1cccc(C(F)(F)F)c1
  -29%, ?, 29%[10.9 µM], -3%
Cc1cccc(OCCCn2ccnc2)c1
  2%, 0.2%, 9%, 0%
Cc1ccc(N(C)C(=O)CCS(=O)(=O)c2cc3c(cc2Cl)NC(=O)CO3)cc1
  -30%, -1.3%, -12%[10.9 µM], -17%
Cc1cccc(N2CCN(C(=O)CCCn3c(=O)[nH]c4ccsc4c3=O)CC2)c1C
  -6%, ?, -7%[10.9 µM], 15%
Cc1ccc(-c2nc(CS(=O)(=O)CC(=O)NCCc3ccccc3)c(C)o2)cc1
  6%, -0.8%, -12%[10.9 µM], 1%
CCc1ccccc1N1CCN(S(=O)(=O)c2cc(OC)ccc2OC)CC1
  8%, 5.2%, -14%, 8%
COc1ccc(C2=C(N3CCN(c4cc(Cl)ccc4C)CC3)c3ccccc3C2=O)cc1
  3%, -1.6%, -18%[10.9 µM], 0%
Nc1ncnc2nc(SCCN3CCCCC3)[nH]c12
  2%, 1.5%, -4%, 9%
CC1=C(C(=O)N(C)CCC#N)C2(CCCCC2)OC1=O
  6%, 0.5%, -6%, 5%
O=C(CCCc1nc(-c2ccc(Cl)cc2)no1)N1CCOCC1
  -4%, -0.4%, -16%, ?
CCn1c(SCC(=O)N2CCOCC2)nc2c(c1=O)SC(C)C2 (configuration not stated)
  -8%, 0.7%, -1%, -9%

Fetched by structure from above:
Screens in order – p53ts 39C tox, IkB signaling, Imprint erasure, p53ts 32C tox
O=C(OC1CCOC1=O)c1cncc(Br)c1 (configuration not stated)
  3%, 1.3%, -2%, 4%
Cc1ccc(N(C)C(=O)CCS(=O)(=O)c2cc3c(cc2Cl)NC(=O)CO3)cc1
  -30%, -1.3%, -12%[10.9 µM], -17%
N#CCSc1nnc(-c2cccnc2)n1-c1ccccc1
  8%, -1.8%, ·, -20%
Cc1cc(C(C)(C)C)cc(CNC2CCCCC2)c1O
  8%[9.22 µM], -1.1%[11.4 µM], -17%[10.9 µM], 2%[9.22 µM]
COc1ccccc1N1CCN(C(=O)c2cn(C)c3ccc(S(=O)(=O)N(C)C4CCCCC4)cc3c2=O)CC1
  36%[activator], 0.8%, -3%[10.9 µM], 3%
CC1=C(C(=O)N(C)CCC#N)C2(CCCCC2)OC1=O
  6%, 0.5%, -6%, 5%
CCc1ccccc1N1CCN(S(=O)(=O)c2cc(OC)ccc2OC)CC1
  8%, 5.2%, -14%, 8%

Next part:
Screens in order – p53ts 39C tox, IkB signaling, Imprint erasure, p53ts 32C tox
O=C(c1cc2n(n1)C(C(F)(F)F)CC(c1ccc(F)cc1)N2)N1CCCC1 (configuration not stated)
  9%, 2.0%, -17%, 4%
Fc1c(F)c(C(F)(F)F)c(F)c(F)c1N1CCN(c2ccc3nnc(C(F)(F)F)n3n2)CC1
  -8%, -0.4%, -1%, ?
COC(=O)c1cc(OC)c(OC)c(OC)c1NC(=O)c1ccc(S(=O)(=O)N(C)C)cc1
  4%, 2.0%, -7%, 7%
Cc1cccc(NC(=O)c2ccc3nc(CCc4ccccc4)oc3c2)c1C
  9%, 5.8%, -8%[10.9 µM], -5%
OCCCn1c(-c2ccc(F)cc2)csc1=Nc1ccc(F)cc1
  -3%, -0.6%, -19%[10.9 µM], -3%
C=CCOc1ccc(C2C(C(=O)c3ccco3)=C(O)C(=O)N2CCCN(CC)CC)cc1 (configuration not stated)
  11%, -1.6%, -7%, -4%
CCOc1ccc(NC(=O)c2ccc3c(c2)N(Cc2ccc(F)cc2)C(=O)CS3=O)cc1 (configuration not stated)
  10%, -2.3%, -22%, 7%
CCCN(CCC)CCCNC(=O)CC(C(=O)N1CCc2ccccc21)n1ccnc1 (configuration not stated)
  9%, -0.3%, -7%, 9%
CCCn1c(C)cc(C(=O)CSc2nnc3n(CCC)c(=O)c4ccccc4n23)c1C
  -1%, 0.5%, 3%, 1%
COc1cc(NC(=O)Nc2cccc(Cl)c2)c(OC)cc1NC(=O)CN1CCCCC1
  9%, -1.4%, -10%, -1%
CC(=O)N1CCC2(CC1)CCN(c1cccc(-c3ccccc3)c1)CC2
  -24%, 3.1%[11.4 µM], ·, -9%
Cc1cccc(N2CCN(C(=O)c3cccn4c(=O)c5cc(Cl)ccc5nc34)CC2C)c1 (configuration not stated)
  -24%, 3.6%, -9%[10.9 µM], 12%
c1ccc2c(Nc3ccncc3)nc(-c3ccoc3)nc2c1
  8%, -13%[11.4 µM], -1%, 12%
Cc1cc(C)n2nc(C(=O)OCC(=O)c3cc(C)n(C)c3C)nc2n1
  -7%, 0.4%, -1%, -1%
COCCOC(=O)C1=C(C)N=C2SCCC(=O)N2C1c1ccc(OC(=O)c2ccco2)cc1 (configuration not stated)
  -2%, 1.8%, -8%, -8%
CCOC(=O)c1c(S(=O)(=O)N2CCCC(C(=O)N3CCN(c4cc(C)ccc4C)CC3)C2)c(C)n(C)c1C (configuration not stated)
  -20%, ?, -10%[10.9 µM], 11%
COc1ccc(CCNC(=O)CCn2c(=O)c3ccccc3n(CC(=O)Nc3ccc(C)cc3C)c2=O)cc1OC
  -4%, 0.2%, 9%[10.9 µM], 20%
Cc1cc(NC(=O)CSCCc2ccncc2)no1
  4%, 0.2%, -11%, 1%
O=C(c1cccc(F)c1)N1CCN(Cc2ccco2)CC1
  -1%, 1.9%, 1%, 4%
O=c1cc(CNC2CCCCC2)c2ccccc2[nH]1
  20%, 3.0%, -15%, 2%
Cc1cnc(CNc2ncncc2-c2ccccc2C)cn1
  -2%, 2.4%[11.4 µM], -4%, 9%
COc1ccc(-c2onc(C)c2C)cc1S(=O)(=O)N1CCN(c2cc(C)ccc2C)CC1
  -14%, 0.2%, -9%[10.9 µM], 8%
COc1ccccc1CNC(=O)Cn1cc2c(n1)CCCC2
  13%, 1.7%, -17%, -10%
CC1CCc2c(sc(NC(=O)c3ccc(Cn4cc(Br)cn4)o3)c2C(N)=O)C1 (configuration not stated)
  -4%, 2.4%, 16%, -7%
COc1ccc2[nH]c(-c3ccccc3)c(CCNC(C)=O)c2c1
  -16%, 4.5%, -1%, 5%
CCOc1ccc(CN(C(=O)c2cc3ccccc3oc2=O)C2CC2)cc1
  0%, ·, ·, -1%
Cc1ccc(OCC(=O)Nc2nnc(SCc3cc(=O)c4ccccc4[nH]3)s2)cc1
  -7%, ?, 0%[10.9 µM], -3%
COc1ccc(OC)c(CNC(=O)C2CCN(C(=O)N(C)C)CC2)c1
  7%, -0.8%, 3%, 4%
S=c1nc[nH]c2nc[nH]c12
  7.9µM*, ·, 4%, ?
COC(=O)c1cc2c([nH]c3ccccc32)c(C)n1
  -14%, -3.6%, -7%, ?
COc1ccc(OC)c(N/C(=N\c2nc(C)cc(C)n2)NC(=O)c2ccco2)c1
  6%, -1.3%, -11%, 4%
CCOc1ccc(NC(=O)N2CCC(C(N)=O)(N3CCCCC3)CC2)cc1
  9%, -1.7%, 5%[10.9 µM], -5%
NS(=O)(=O)c1ccc(S(=O)(=O)NCCc2ccccc2)cc1
  4%, 1.9%, -16%, 17%
O=[N+]([O-])c1ccc(C(c2sc3nc(-c4ccco4)nn3c2O)N2CCN(c3cccc(Cl)c3)CC2)cc1 (configuration not stated)
  8%, ?, -14%[10.9 µM], 0%
CCCOc1ccc2oc(=O)c3c(c2c1)CCCN3C(=O)CN1CCCC(C(=O)OCC)C1 (configuration not stated)
  -5%, 2.7%, -12%, -13%

No new results follow: entries from further up.
Screens in order – p53ts 39C tox, IkB signaling, Imprint erasure, p53ts 32C tox
NS(=O)(=O)c1ccc(S(=O)(=O)NCCc2ccccc2)cc1
  4%, 1.9%, -16%, 17%
O=[N+]([O-])c1ccc(C(c2sc3nc(-c4ccco4)nn3c2O)N2CCN(c3cccc(Cl)c3)CC2)cc1 (configuration not stated)
  8%, ?, -14%[10.9 µM], 0%
